Akt phos inh = Akt phosphorylation inhibition. Neuro2A IGF-stimulated pAkt S473 HTRF, 20 min; active compounds read low. activity change, % for hits at 50 µM. actives 0.32% (n = 360,000). AID 651550; in the data active = activity change below about -80%; inconclusive = mostly about -51% to -80%; also: % is scaled to controls: 0 for no effect and ±100 for the full control effect
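Neuro2A cells in DMEM with 0.5% FBS, overnight at 37 deg C, given compound at single 50 µM final, then IGF (6 nM final) for 20 min at 37 deg C. Lysed; phospho-Akt Ser473 by HTRF after 24 h, 665/615 ratio.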
CCT chaperon mod = changes cytosolic chaperonin activity; activity change, % (test concentration not listed), hits read low; actives 0.3% (n = 360,000); purified chaperonin ATPase assay, HTRF ADP detection, 30 min; in the data active = activity change below about -30%; also: % is scaled to controls: 0 for no effect and ±100 for the full control effect
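Enzyme 40 or 20 nM (batch-dependent) in Tris pH 7.4/KCl/MgCl2/DTT; cpd 76 uM single point; ATP 10 uM; 30 min 37 °C; Transcreener ADP HTRF detection, 30 min RT; ratio 665/615.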
DRD3 antagonist = antagonists of human D3 dopamine receptor; P35462; D3R cells, DiscoveRx beta-arrestin luminescence, antagonist mode; active compounds read low; max response, negative = inhibition, %; actives 2.5% (n = 360,000); in the data active = max response below about -50%; inconclusive = no clear call, values can overlap the other calls; also: % is scaled to controls: 0 for no effect and ±100 for the full control effect; mostly tested at two doses, the higher about 12 µM
Target sequence (P35462 whole entry, looked up): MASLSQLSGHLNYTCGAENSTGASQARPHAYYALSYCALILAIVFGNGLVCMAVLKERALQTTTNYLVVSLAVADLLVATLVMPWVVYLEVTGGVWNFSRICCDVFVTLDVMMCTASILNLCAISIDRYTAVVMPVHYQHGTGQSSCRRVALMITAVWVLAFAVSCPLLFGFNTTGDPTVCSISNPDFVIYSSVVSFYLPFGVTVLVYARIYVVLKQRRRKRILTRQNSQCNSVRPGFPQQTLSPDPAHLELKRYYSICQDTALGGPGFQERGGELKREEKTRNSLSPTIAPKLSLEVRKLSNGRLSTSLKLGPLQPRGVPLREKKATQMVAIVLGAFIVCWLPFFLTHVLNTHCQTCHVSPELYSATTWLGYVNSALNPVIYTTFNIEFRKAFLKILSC
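Cells expressing the human receptor were seeded at 1500 cells/well, incubated overnight at 37 degrees C in 5% CO2, then exposed to library compounds with dopamine controls for 90 minutes at 37 degrees C before luminescent detection.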
PTHR1 ag = PTHR1 (human) receptor agonism. Q03431. Potency, µM (doses to about 115 µM), for inactives: at the highest dose activation, usual class: activators. HEK293 GP2 PTHR1 cells, GloSensor cAMP luminescence, 1 h. actives 0.075% (n = 410,000); also: potency is read from the fitted curve at half-maximal effect; nearly all actives have a fitted effect of over 55% in size; some results filed as inactive show a strong effect at the top dose; inactives centre near -15; many of its hits are not listed in these tables
Target sequence (Q03431 whole entry, looked up): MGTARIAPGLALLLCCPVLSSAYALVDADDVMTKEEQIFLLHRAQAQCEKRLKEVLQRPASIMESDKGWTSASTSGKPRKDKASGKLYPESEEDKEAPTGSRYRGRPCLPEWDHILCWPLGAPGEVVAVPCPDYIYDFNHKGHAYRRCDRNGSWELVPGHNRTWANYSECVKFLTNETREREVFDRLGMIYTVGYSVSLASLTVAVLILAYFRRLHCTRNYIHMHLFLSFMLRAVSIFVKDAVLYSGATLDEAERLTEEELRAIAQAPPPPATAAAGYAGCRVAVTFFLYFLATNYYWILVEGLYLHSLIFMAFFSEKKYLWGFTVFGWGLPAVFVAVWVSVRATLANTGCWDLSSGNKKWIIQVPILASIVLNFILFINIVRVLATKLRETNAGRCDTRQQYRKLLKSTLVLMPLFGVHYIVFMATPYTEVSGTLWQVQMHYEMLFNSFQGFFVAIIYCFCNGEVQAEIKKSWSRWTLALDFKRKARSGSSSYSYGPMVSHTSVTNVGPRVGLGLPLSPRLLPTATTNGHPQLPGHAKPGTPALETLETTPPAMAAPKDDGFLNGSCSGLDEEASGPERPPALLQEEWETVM
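HEK-293-derived GP2 cells expressing PTHR1 and a GloSensor cAMP reporter, 3,000/well, plated overnight, given luciferin plus IBMX (each 0.5 mM as added) for 1 h at 37 °C, then compound for 1 h at 37 °C. Luminescence was read after 15 min at room temperature.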
EPAC2 antag = blocks human EPAC2 exchange factor. Q8WZA2. actives 0.18% (n = 360,000). EPAC2 GEF exchange of Rap1B-BODIPY-GDP, fluorescence. Potency, µM (series often up to 114 µM), for inactives: at the highest dose activity, negative = inhibition, hits mostly inhibitors. AID 720708; also: potency is read from the fitted curve at half-maximal effect; % is scaled to controls: 0 for no effect and ±100 for the full control effect; nearly all actives have a fitted effect of over 45% in size; many of its hits are not listed in these tables
D3 ag = D3 dopamine receptor (human) agonism; P35462; D3R DiscoveRx beta-arrestin cells, luminescence, 90 min; max activation, %; actives 0.58% (n = 410,000); in the data active = max activation above about 30%; also: 0% is about no effect; mostly tested at two doses, the higher about 12 µM
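Cells at 1500/well, incubated overnight, then treated with pinned compounds (dopamine as control) for 90 min at 37 degrees C. DiscoveRx reagent added for 30 - 60 minutes at room temperature; luminescence read.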
Mm-Cpn inhibitor = inhibitors of Methanococcus maripaludis chaperonin (MmCpn); purified Mm-Cpn ATPase, ADP Transcreener TR-FRET; Potency, µM (titrated, usually from 76.9 µM), inactives show at the highest dose activity, negative = inhibition, hits mostly inhibitors; actives 0.031% (n = 330,000); also: potency is read from the fitted curve at half-maximal effect; % is scaled to controls: 0 for no effect and ±100 for the full control effect; nearly all actives have a fitted effect of over 80% in size
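Measured: ADP formation by purified Mm-CPN. Conditions: 25 nM protein, 10 uM ATP, Tris pH 7.4 with Mg2+, K+ and DTT, 37°C for 30 min. Detection: Transcreener HTRF after 30 min at room temperature.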
EPAC2 ag = activates human EPAC2 exchange factor; EPAC2 activation, biochemical qHTS; response scale: 100% = 6.5 mM cAMP response; Potency, µM (series often up to 154 µM), for the others: top-dose activation, most hits filed as activators; AID 720711; actives 0.079% (n = 360,000); Q8WZA2; also: potency is read from the fitted curve at half-maximal effect; nearly all actives have a fitted effect of over 50% in size
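Setup: EPAC2 100 nM, labeled Rap1B complex 250 nM, free GDP 50 uM. Compound titrations pinned in, brief spin, 5 min room temperature incubation. Kinetic fluorescence read over 30 min, normalized to 6.5 mM cAMP.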
* marks the source's active call; other numbers are inactive results; i = inactive; ? = inconclusive; . = not tested or not shown; & = joins results of further samples; [ ] = dose if it differs, or a comment. Unless noted, calls follow the shape of the dose curve; as a rule, active = well fitted curve in the direction sought with a large enough effect; inconclusive = small, poorly fitted or top-dose-only effect, or another doubt; inactive = no such curve, though single readings can be large; an effect the other way counts as inactive or inconclusive.

compound | Akt phos inh | CCT chaperon mod | DRD3 antagonist | PTHR1 ag | EPAC2 antag | D3 ag | Mm-Cpn inhibitor | EPAC2 ag
OCC(C#CCN1CCCCC1)NCc1ccccc1 (stereo not drawn) | i | -2.5 | ? | -20% | -2% | -27 | 0% | 2%
O=C(COC(=O)c1ccccn1)NNC(=O)c1ccc([N+](=O)[O-])cc1 | i | -0.3 | -3 | -4% | 3% | 1 | 4% | 10%
C[C@H](NC(=O)[C@@H]1Cc2ccccc2CN1)C(=O)NC1CCCCC1 | i | -0.1 | -23 | i | 17% | -24 | -1% | 9%
COc1ccc(-c2nnc(SCC(=O)c3ccc[nH]3)o2)cc1 | i | 0.9 | 13 | -38% | 8% | 8 | -29% | 9%
O=C(Nc1ccc(-c2csc(Nc3cccc(C(F)(F)F)c3)n2)cc1)c1ccccc1 | i | 1.3 | 57 | -75%[inhibitor] | -11% | 17 | -4% | 1%
COc1cccc(C2CC(c3ccccc3OC)n3ncnc3N2)c1 (stereo not drawn) | i | -5.8 | 3 | -2% | -8% | -1 | -2% | 3%
O=C(CNC(=O)c1[nH]cnc1C(=O)NC(c1ccccc1)c1ccccc1)OCc1ccccc1 | i | -0.3 | 35 | -61%[inhibitor] | -3% | 1 | 0% | 13%
Cn1nc(C(=O)Nc2nc(-c3ccc(F)cc3)cs2)ccc1=O | i | -0.1 | 52 | -28% | 0% | 5 | -4% | 3%
CCc1ccc(NC(=S)NCc2ccccc2)cc1 | i | -0.5 | 12 | i | 8% | 5 | -8% | 6%
COc1ccc(S(=O)(=O)NC(C)C(=O)Nc2cccc([N+](=O)[O-])c2)cc1 (stereo not drawn) | i | -0.8 | -7 | i | 5% | -1 | 4% | 6%
CCN(CC)S(=O)(=O)c1ccc(NC2c3ccccc3C(=O)N2Cc2ccc3c(c2)OCO3)cc1 (stereo not drawn) | i | -1.8 | 2 | 2% | -7% | -3 | 1% | 8%
Cc1c(C(=O)c2ccc(N(C)C)cc2)c2ccccn2c1CCC#N | i | 0.8 | -5 | i | ? | 1 | -2% | 11%
COc1ccc(/C=C/C(=O)c2c(C)nc3ccccn23)cc1 | i | 0.8 | 16 | -7%[57.5 µM] | 15% | 38* | -1% | -9%
CCOC(=O)C(NC(=O)c1ccccc1)=C1CCCCC1 | i | -0.9 | -22 | ? | 1% | -1 | 0% | 3%
CCC/C(O)=C1\C(=O)CC(C)(C)CC1=Nc1ccccc1OC | i | -1.0 | 0 | -11% | -3% | 1 | 0% | 4%
Cc1ccc(S(=O)(=O)N2C[C@H]3N(C(=O)OC(C)C)N(C(=O)OC(C)C)C[C@H](OC(=O)NCc4ccccc4)[C@@]3(O)C2)cc1 | i | 1.3 | 11 | i | -25% | 1 | . | -1%
COc1ccc(C(O)c2ncc(-c3ccc(Cl)cc3)[nH]2)cc1 (stereo not drawn) | i | -0.3 | -22 | i | -2% | -4 | . | 9%
CCCCCCN1C[C@@H](n2cc(C3CC3)nn2)[C@H](O)C[C@@H]1c1ccc(Cl)cc1 | i | -1.2 | -18 | -3% | -19% | -6 | . | 0%
COC(=O)c1nn(-c2ccccc2)ccc1=O | i | -0.6 | 41 | i | 3% | 2 | 0% | -4%
CC1OC(Nc2ccc(N=Nc3ccccc3)cc2)C(O)C(O)C1O (stereo not drawn) | i | -5.4 | -2 | -31% | 4% | 7 | -1% | -2%
Cc1noc(C)c1NC(=O)N(C)C[C@H]1Oc2ccc(NS(=O)(=O)c3cn(C)cn3)cc2C(=O)N([C@H](C)CO)C[C@@H]1C | i | -2.3 | 21 | -32%[inhibitor] | -8% | -2 | 0% | -1%
Cc1cc(C(=O)N2CCN(c3ncccn3)CC2)c2cc(F)ccc2n1 | i | 0.0 | 7 | -21%[57.5 µM] | 5% | 18 | 1% | 11%
O=C(Nc1cccc(O)c1)C1CC(c2ccc(Cl)cc2)=NO1 (stereo not drawn) | i | -1.9 | 6 | i | -3% | -2 | 0% | 4%
Cc1cc(/C=C(/C#N)c2cccc(F)c2)c(C)n1-c1cccnc1 | i | 0.7 | -13 | -4% | -3% | -2 | -4% | 11%
CC1(C(=O)NCc2ccc(F)c(F)c2)Cc2c(-c3cccc(C(N)=O)c3)ccnc2O1 (stereo not drawn) | i | -1.9 | 15 | -14% | -4% | 0 | . | 2%
C=CCOC(=O)C1=C(C)NC(SCC(=O)NC(=O)OCC)=C(C#N)C1c1cccnc1 (stereo not drawn) | i | -1.7&-2.6 | 18&-8 | i | 12%&-5% | -2&-1 | -1% | 3%&9%
COc1ccc(N2CCN(c3oc(-c4ccc(OC)c(OC)c4)nc3C#N)CC2)cc1 | i | -1.5 | 11 | i | 3% | 7 | -1% | 2%
Cc1ccc(-c2c(C)sc3nc[nH]c(=O)c23)cc1C | i | -1.1 | 14 | -11% | -3% | 5 | -1% | -1%
OC1(c2ccc(Cl)c(Cl)c2)C[n+]2ccccc2N1Cc1ccccc1 (stereo not drawn) | i | -0.8 | -12 | -11% | -9% | -12 | -2% | 4%
CC1CCCC(C)N1C(=O)CSc1nnc(CSc2ncccn2)n1C (stereo not drawn) | i | 1.0 | -21 | i | 6% | 2 | 1% | 6%
COc1ccccc1OCc1nc(-c2ccc([N+](=O)[O-])cc2)no1 | i | -0.1 | 32 | -50%[inhibitor] | 5% | 4 | -1% | 10%
O=S(=O)(Nc1cccc(S(=O)(=O)N2CCOCC2)c1)c1cccs1 | i | -2.3 | -1 | -31% | 3% | 3 | 0% | 8%
Cc1nnc(SCC(=O)NC2CCS(=O)(=O)C2)n1-c1ccccc1 (stereo not drawn) | i | 1.5 | -6 | ? | 30% | -7 | 1% | -1%
O=C(Nc1ccc2c(c1)OCCO2)C1CC(c2ccccc2Cl)=NO1 (stereo not drawn) | i | 0.1 | -7 | i | -9% | -5 | 1% | 9%
Cn1cc(C(=O)c2ccc(F)cc2)cc1-c1nc2ccccc2n1C | i | -0.5 | -8 | -12% | -6% | -6 | -1% | 15%
Cc1nn(S(=O)(=O)N(C)C)c(C)c1CN1C(=O)c2ccccc2C1=O | i | -2.6 | -5 | -12% | -8% | -1 | 3% | 4%

Profiles, looked up by structure. Screens in order: Akt phos inh	CCT chaperon mod	DRD3 antagonist	PTHR1 ag	EPAC2 antag	D3 ag	Mm-Cpn inhibitor	EPAC2 ag
COc1ccccc1OCc1nc(-c2ccc([N+](=O)[O-])cc2)no1 reads i	-0.1	32	-50%[inhibitor]	5%	4	-1%	10%
Cc1nnc(SCC(=O)NC2CCS(=O)(=O)C2)n1-c1ccccc1 (stereo not drawn) reads i	1.5	-6	?	30%	-7	1%	-1%

Next section
compound | Akt phos inh | CCT chaperon mod | DRD3 antagonist | PTHR1 ag | EPAC2 antag | D3 ag | Mm-Cpn inhibitor | EPAC2 ag
Cc1ccc(C(=O)c2c3ccc(C(F)(F)F)cc3[n+]([O-])n2CCC(N)=O)cc1 | i | -1.8 | 5 | -1% | 6% | 12 | -3% | 0%
O=C(Cc1cccc2ccccc12)N/N=C/c1ccc2cccc(O)c2n1 | i | -0.3 | -56* | -40% | 3% | -26 | 0% | -17%
CC(C)(C)c1cc2ncnc(N3CCCCC3)c2s1 | i | -0.7 | -15 | i | -16% | -13 | -1% | 18%
O=C(N/N=C/c1cccnc1)c1ccc2c(c1)OCO2 | i | 0.8 | 1 | -23% | 6% | -5 | 1% | 0%
CCc1ccc(NC(=O)CCC(=O)c2ccccc2)cc1 | i | -1.4 | 3 | i | -2% | 2 | 0% | 2%
CC[C@]12c3[nH]c4cc(-c5ccco5)ccc4c3CCN1C(=O)[C@@H](CC(=O)NCCCOC)C[C@@H]2C(=O)N1CCN(C(=O)C2CC2)CC1 | i | -1.9 | ? | i | 7% | 16 | -7% | -7%
O=C(CCc1nnc(CCCCc2ccccc2)o1)NCc1cc(F)ccc1F | i | -2.6 | 0 | -20% | -8% | -2 | -1% | 6%
Cc1ccc(C)c(NC(=O)COC(=O)Cc2ccsc2)c1 | i | 0.1 | 1 | -10% | -16% | -1 | 1% | -3%
COc1ccc(CCNC(=O)CCCN2C(=O)c3ccccc3C2=O)cc1OC | i | -0.5 | 6 | -8%[57.5 µM] | 6% | 7 | 0% | 5%

Part of the list above in order of formula weight, descending.
compound | Akt phos inh | CCT chaperon mod | DRD3 antagonist | PTHR1 ag | EPAC2 antag | D3 ag | Mm-Cpn inhibitor | EPAC2 ag
CC[C@]12c3[nH]c4cc(-c5ccco5)ccc4c3CCN1C(=O)[C@@H](CC(=O)NCCCOC)C[C@@H]2C(=O)N1CCN(C(=O)C2CC2)CC1 | i | -1.9 | ? | i | 7% | 16 | -7% | -7%
O=C(CCc1nnc(CCCCc2ccccc2)o1)NCc1cc(F)ccc1F | i | -2.6 | 0 | -20% | -8% | -2 | -1% | 6%
Cc1ccc(C(=O)c2c3ccc(C(F)(F)F)cc3[n+]([O-])n2CCC(N)=O)cc1 | i | -1.8 | 5 | -1% | 6% | 12 | -3% | 0%
O=C(Cc1cccc2ccccc12)N/N=C/c1ccc2cccc(O)c2n1 | i | -0.3 | -56* | -40% | 3% | -26 | 0% | -17%

An excerpt, so the mix of outcomes need not match the whole.
